DAX1 inh-1 – DAX1 (NR0B1) inhibition, primary screen; HEK293T StAR-luciferase reporter, SF-1/DAX-1 repression relief; inhibition, % at 6.8 µM; AID 652010; 370,000 compounds, 1.1% hits;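 active = inhibition above the mean over all tested compounds plus 3 SD, cut at about 3.6% in these data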;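 also: 0% = DAX-1 cells with DMSO and 100% = cells lacking DAX-1 with DMSO; higher inhibition means more luminescence from relief of DAX-1 repression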
ADAM10 inh – inhibits human ADAM10 | O14672 | recombinant ADAM10, EDANS/DABCYL FRET peptide cleavage, 3 h | inhibition, % at 7 µM | 370,000 compounds, 0.62% hits;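 active = inhibition above a per-campaign cutoff equal to the mean of compounds falling between control-based bounds plus 3 SD, cut at about 20% in these data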;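 also: 0% = DMSO wells while the 100% control is not disclosed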
Target sequence (O14672 214-748 limits assumed): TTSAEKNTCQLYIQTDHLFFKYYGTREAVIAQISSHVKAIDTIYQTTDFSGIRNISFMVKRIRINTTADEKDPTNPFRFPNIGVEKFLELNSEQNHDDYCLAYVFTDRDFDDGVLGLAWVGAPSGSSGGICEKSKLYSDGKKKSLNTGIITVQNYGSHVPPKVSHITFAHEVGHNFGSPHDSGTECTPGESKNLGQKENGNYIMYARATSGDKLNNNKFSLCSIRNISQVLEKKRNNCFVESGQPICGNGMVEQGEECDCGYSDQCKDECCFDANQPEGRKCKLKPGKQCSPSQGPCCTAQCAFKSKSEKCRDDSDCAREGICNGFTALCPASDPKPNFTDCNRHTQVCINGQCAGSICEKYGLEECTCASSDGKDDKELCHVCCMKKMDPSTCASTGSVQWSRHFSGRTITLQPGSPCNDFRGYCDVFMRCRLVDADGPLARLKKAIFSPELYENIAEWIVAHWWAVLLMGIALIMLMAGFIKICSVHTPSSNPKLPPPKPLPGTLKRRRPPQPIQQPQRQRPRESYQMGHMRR
SMARCA2 activ – increases SMARCA2 function in MMTV reporter cells. 370,000 compounds, 1% hits. activation, % at 9.1 µM. MG213 cells, MMTV-luciferase reporter, dexamethasone, overnight; in the data active = activation above about 7.8%;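 also: 0% = vehicle wells and 100% = reference activator wells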
hcDAF-12 act – H. contortus DAF-12 activation, primary screen. HEK293 hcDAF-12 lit1-tk-luc reporter, luminescence; 0% DMSO, 100% Δ7-dafachronic acid. activation, % at 6.8 µM. 370,000 compounds, 1.4% hits. AID 652067;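 active = activation above the mean of all tested compounds plus 3 SD, cut at about 5.5% in these data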;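 also: 100% = response to 3 µM Δ7-dafachronic acid high control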
DAX1 inh-2 – inhibitors of human orphan nuclear receptor DAX1 (NR0B1); P51843; HEK293 Gal4-DAX1 luciferase reporter, luminescence; inhibition, % at 6.75 µM; 340,000 compounds, 0.99% hits; AID 504766;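 active = inhibition above the mean over all tested compounds plus 3 SD, cut at about 4.2% in these data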;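 also: 0% = DAX1-transfected cells with DMSO and 100% = empty-vector control cells with DMSO; inhibition shows as a rise in luminescence from relieved DAX1 repression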
ssDAF-12 act – activates DAF-12 receptor from parasite S. stercoralis; HEK293 ssDAF-12/GRIP1 lit1-tk-luc reporter, luminescence; % of 3 µM dafachronic acid response; AID 652126; activation, % at 6.8 µM; 370,000 compounds, 1% hits;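 active = activation above the mean over all tested compounds plus 3 SD, cut at about 0.9% in these data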;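 also: 0% = DMSO-only wells and 100% = 3 µM delta7-dafachronic acid wells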
FXN GAA850 act – activators of GAA850 frataxin (FXN) promoter; HEK293 lucGAA850 FXN promoter luciferase reporter, 24 h; percent of 10 µM SAHA response; activation, % at 6 µM; 360,000 compounds, 0.56% hits; AID 540364;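 active = activation above the average of all compounds screened plus 3 SD, cutoff fixed separately per campaign, cut at about 7.5% in these data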;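 also: 0% = DMSO wells and 100% = 10 µM SAHA wells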
NPR1 activator – GC-A (human) enzyme activation | P16066 | HEK293 GC-A cells, cGMP TR-FRET, EC30 ANP; 0% at EC30 ANP, 100% saturating ANP | activation, % at 10 µM | 370,000 compounds, 0.14% hits | AID 1671463; in the data active = activation above about 40%
hgDAF12 agonist – hgDAF-12 agonism, primary luciferase screen; HEK293 GAL4-hgDAF12 UAS-luciferase reporter, agonist luminescence; normalized to butyrate control; 370,000 compounds, 1.8% hits; activation, % at 6.8 µM; AID 687014;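 active = activation above a cutoff set at the mean of all screened compounds plus 3 SD, cut at about 10% in these data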;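 also: 0% = DMSO wells and 100% = sodium butyrate wells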
HGIII-sPLA2 inh – Blocks human group III sPLA2 activity; QFRET BODIPY PC-A2 liposome hydrolysis, fluorescence; inhibition, % at 12.2 µM; 370,000 compounds, 0.56% hits; AID 743126;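 active = inhibition above mean plus 3 SD of compounds lying within the high and low control bounds, cut at about 19% in these data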;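 also: 0% = median of test compound wells and 100% = no enzyme DMSO wells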
Target sequence (Q9NZ20 whole entry, looked up): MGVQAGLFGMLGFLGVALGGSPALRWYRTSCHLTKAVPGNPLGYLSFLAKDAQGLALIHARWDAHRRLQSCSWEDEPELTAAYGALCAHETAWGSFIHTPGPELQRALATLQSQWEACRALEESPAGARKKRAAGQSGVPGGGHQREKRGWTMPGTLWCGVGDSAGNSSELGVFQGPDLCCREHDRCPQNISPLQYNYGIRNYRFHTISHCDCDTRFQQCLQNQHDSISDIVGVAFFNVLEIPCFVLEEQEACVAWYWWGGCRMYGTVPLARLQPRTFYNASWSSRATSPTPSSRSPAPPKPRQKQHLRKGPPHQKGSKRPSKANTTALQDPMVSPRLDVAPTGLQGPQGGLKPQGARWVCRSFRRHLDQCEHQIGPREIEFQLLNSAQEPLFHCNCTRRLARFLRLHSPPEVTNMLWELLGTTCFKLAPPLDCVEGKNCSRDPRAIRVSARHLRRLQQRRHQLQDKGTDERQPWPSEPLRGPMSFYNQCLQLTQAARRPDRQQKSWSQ
NPR2 activator – GC-B (human) receptor activation; HEK293-GC-B cells, CNP EC30, cGMP TR-FRET; 0% at EC30 CNP, 100% saturating CNP; activation, % at 10 µM; 370,000 compounds, 0.11% hits; AID 1920062;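 active = activation at 10 µM reaching about 35% in either raw or pattern-adjusted values, limit read from the data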
Starred values were filed as active, the others as inactive; i = inactive; / = not tested or not shown.

item	SMILES	DAX1 inh-1	ADAM10 inh	SMARCA2 activ	hcDAF-12 act	DAX1 inh-2	ssDAF-12 act	FXN GAA850 act	NPR1 activator	hgDAF12 agonist	HGIII-sPLA2 inh	NPR2 activator
1	CN(CC(=O)Nc1ccccc1Cl)C(=O)COC(=O)c1cc(S(=O)(=O)N(C)C)ccc1N1CCCC1	0.1	-4	-3	1.3	-0.4	-0.9	1.4	6	0.3	2	3
2	CCOC(=O)c1c(NC(=O)CSc2nc3ccccc3s2)sc(C(C)=O)c1C	1.2	-11	-6	0.9	-0.7	-0.6	-0.3	0	-1.6	-10	-6
3	CCNC(=O)CON=C1c2ccccc2-c2ccccc21	-0.3	-2	1	-0.2	-0.2	-1.1	-0.5	0	1.8	0	-2
4	COc1cc(OC)cc(C(=O)Nc2cccc3nc(C)ccc23)c1	-0.3	-2	-1	1.3	0.1	-0.5	0.1	-1	1.4	2	7
5	CNC(=O)C(=O)NCCC1CCCCN1S(=O)(=O)c1cccs1 (centres undefined)	2.6	-7	-1	0.3	-0.4	-0.6	2.3	2	0.4	3	2
6	COC(=O)c1cc(S(=O)(=O)N2CCN(C(C)=O)CC2)cn1C	0.0	2	-5	0.1	/	-1.2	/	2	2.4	7	6
7	COC(=O)c1sccc1NC(=O)CC1C(=O)NCCN1C(=O)c1ccc(N(C)C)cc1 (centres undefined)	-0.4	0	-1	-0.7	1.6	-0.7	-0.7	0	-0.8	-5	0
8	Cc1ccc(C(=O)NNC(=O)c2ccoc2C)s1	2.0	-5	-1	0.7	-0.5	-0.8	0.6	2	2.0	7	-7
9	CN1CCN(CCCNC(=O)c2ccc(CSCc3cccc(Cl)c3)o2)CC1	1.2	8	0	-0.6	/	-1.6	/	6	0.8	10	-7
10	Cc1cc(C(F)(F)F)n2ncc(C(=O)O)c2n1	-0.2	-14	-1	-0.6	0.2	-1.4	-0.5	2	0.8	4	2
11	Cc1ccc(Oc2ccc(OCC(=O)NC(C)C(=O)O)cc2)cc1 (centres undefined)	0.4	2	0	-1.1	1.3	-0.9	4.7	1	-0.8	3	2
12	CCOc1ccc(NC(=O)C2CCCN(C(=O)Nc3ccccc3)C2)cc1 (centres undefined)	-0.8	3	1	-0.9	0.6	-1.6	-0.8	0	1.9	-2	-1
13	CC(C)n1c(Oc2ccc(F)cc2)nc2c1c(=O)n(C)c(=O)n2C	0.2	-4	-1	-0.7	1.9	-1.8	0.9	-3	2.9	-3	2
14	COc1ccc(C(C)(C)C)cc1NC(=O)CN1C(=O)C(=O)N(Cc2ccco2)C1=O	-0.4	-13	1	-0.4	1.1	-1.6	1.1	0	1.6	11	-2
15	CCn1cc(S(=O)(=O)Nc2cc(C(=O)OC)ccc2C)cn1	-0.3	-4	2	-0.4	0.5	-0.8	-2.2	1	-0.3	-1	2
16	CC(C)(c1cc(Cl)c(O)c(CN2CCOCC2)c1)c1cc(Cl)c(O)c(CN2CCOCC2)c1	-1.2	5	-2	-0.2	-0.5	-2.0	-1.1	1	0.6	-2	-3
17	CCOC(=O)[C@]12CCCC=C1N(Cc1ccccc1)C(=O)[C@H](CC(=O)NCCCOC)C2	2.5	-6	-5	-1.1	/	-0.9	/	2	-0.4	0	-1
18	Cc1ccc(-c2cn3cc(C)ccc3n2)cc1	-2.9	-188	-8	-4.0	-4.0	-3.5	-12	0	-16	-3	-2
19	COc1ccc(OC)c(CN(CCN2CCOCC2)C(=O)Nc2ccccc2)c1	-0.2	6	4	1.7	-0.7	-0.9	3.8	-1	2.1	2	-4
20	Cc1cc2c3c(c1)C(C)CC(C)(C)N3C(=O)C2=C(C#N)C#N (centres undefined)	0.0	-6	-1	0.7	-0.1	-1.2	-0.4	-25	-0.7	-2	-20
21	Cn1c(/C=N/Nc2nc3ccccc3[nH]2)nc2ccccc21	5.5*	18	5	17*	1.9	1.9*	8.5*	-6	15*	49*	1
22	CCOc1ccc(N=C2C(=O)Nc3ccc(C)c(Br)c32)cc1	-0.4	-5	-1	-0.2	-0.1	-1.0	0.3	-5	0.9	5	-12
23	CCN1/C(=C2/SC(=S)NC2=O)Sc2ccccc21	-0.2	-3	-1	-1.4	-0.6	-1.7	1.1	2	1.1	4	4
24	Cc1cc(NN)nc(Cc2ccccc2)n1	0.4	17	-4	-1.4	-0.1	-0.8	1.2	2	0.7	-7	1
25	c1ccc(C2C/C(=N\N3CCOCC3)c3ccccc3O2)cc1 (centres undefined)	-0.7	-21	6	-0.9	-1.0	-1.2	2.3	0	1.6	0	-4

More entries:
item	SMILES	DAX1 inh-1	ADAM10 inh	SMARCA2 activ	hcDAF-12 act	DAX1 inh-2	ssDAF-12 act	FXN GAA850 act	NPR1 activator	hgDAF12 agonist	HGIII-sPLA2 inh	NPR2 activator
26	CCn1c(SCC(=O)Nc2cc(C)on2)nnc1-c1ccc(S(=O)(=O)N2CCN(C)CC2)cc1	-0.1	-6	0	-1.1	-0.1	-0.9	-1.2	3	1.1	1	0
27	CC(C)CNC(=O)OCc1cn(Cc2cc(F)ccc2F)nn1	-0.4	-4	-1	-0.7	/	-0.4	/	3	2.0	6	-1
28	COC(=O)c1cc(NC(=O)/C=C/c2ccccc2)ccc1O	0.9	1	2	0.7	/	-1.2	/	2	11*	-7	-4
29	O=c1ccc(-c2ccc([N+](=O)[O-])cc2)nn1-c1ccccc1	-0.4	1	1	1.2	-1.6	-1.5	2.9	-4	-0.6	-5	-4
30	CC1CC(=O)Nc2ccccc2N1C(=O)CSc1nnnn1C (centres undefined)	0.4	-5	3	-0.4	0.1	-1.0	-1.6	2	-1.1	-6	1
31	CSc1nsc(NN)n1	1.3	-4	4	7.7*	2.2	0.1	1.4	-1	11*	10	2
32	COCCCn1c(=NC(=O)c2ccncc2)c(C#N)cc2c(=O)n3cccc(C)c3nc21	-0.5	i	3	-0.4	0.9	-1.2	-3.5	17	-0.5	5	-6
33	CC(C)N1C(=O)S/C(=C\c2ccc(-c3ccc(Cl)c(C(=O)O)c3)o2)C1=O	0.7	5	15*	2.8	1.2	-0.8	8.2*	2	5.5	-18	-6
34	CC(=O)c1cccc(NC2c3ccccc3C(=O)N2Cc2ccc3c(c2)OCO3)c1 (centres undefined)	-0.8	-4	-1	-2.7	-1.6	-0.5	0.5	-1	-2.7	-7	5
35	CCc1onc(C)c1C(=O)O	0.3	6	-3	-0.4	0.0	-1.3	0.3	0	2.9	3	-4
36	Cc1cccc(C(=O)Nc2sc3c(c2C(=O)O)CCC3)c1	-1.2	4	-1	-0.1	-0.9	-0.9	-3.1	2	-5.3	0	-9
37	CCOP(=O)(c1ccc(N(C)C)cc1)C(O)c1cc(OC)c(OC)c(OC)c1 (centres undefined)	0.5	1	0	-2.9	-1.2	-1.7	1.6	-1	-1.5	7	-6
38	O=C(CSc1n[nH]c(=O)n1-c1ccccc1)N1CCOCC1	0.0	3	-4	0.8	-1.0	-0.8	1.1	2	-2.1	5	1
39	CCOc1cccc(C(=O)Nc2cccc(-c3nc4ncccc4o3)c2C)c1	-0.6	-7	-2	-2.4	0.7	-1.4	0.9	3	-4.2	-1	1
40	CC(C)OC(=O)Nc1ccc2c(c1)N(C(=O)CCN(C)C)c1ccccc1CC2	-0.2	-38	-2	2.1	3.3	-0.2	1.3	-2	-0.9	-25	-2
41	CC(C(=O)NC1=NCCS1)N1C(=O)C2CC=CCC2C1=O (centres undefined)	0.6	5	3	-0.6	1.2	-1.2	0.9	0	-1.2	2	2
42	Cc1cc(-c2n[nH]c(=S)n2/N=C/c2cccs2)n[nH]1	-0.3	-5	-4	-4.0	-1.6	-1.8	-0.8	-2	-0.3	14	-1
43	Cc1nccn1CC(O)COc1ccccc1 (centres undefined)	-0.8	3	0	-1.2	1.0	-1.2	0.5	10	0.4	7	3
44	COc1cc2c(cc1OC)-c1nnc(C)n1C1(CCCC1)C2	-0.1	-18	-2	-2.0	-0.7	-1.2	-0.5	1	-3.0	12	2
45	Cc1ccc(N(C)S(=O)(=O)c2cccc(C(=O)OCC(=O)c3c(N)n(C)c(=O)n(C)c3=O)c2)cc1	-0.5	5	-6	0.2	-0.4	-1.1	0.6	8	-1.4	-8	-3
46	O=C(NCCc1ccccc1)c1ccc2nccnc2c1	4.2*	-7	1	4.6	-1.4	-0.4	-2.7	-4	11*	-2	5
47	Cc1cnc(NCCc2ccccc2)s1	0.6	8	3	2.6	0.2	-0.8	2.7	-5	1.6	17	-1
48	CC(C)(C)S(=O)(=O)N1C[C@H]2CC(=O)C(CCO)=C2[C@@H]1CCO	1.6	3	0	-0.4	/	-1.1	/	2	-0.3	2	4
49	COc1ccc(Cc2nc3ccc(C(=O)NC(C)c4cn(C)nc4C)cc3o2)cc1 (centres undefined)	-0.4	-5	-4	-1.7	-0.5	-1.1	0.0	-5	-0.7	-1	1
50	Cc1cc(C)cc(NC(=O)COC(=O)CNC(=O)C2CCCCC2)c1	-1.2	-8	-1	-0.9	-0.3	-0.9	1.1	0	0.4	5	0

Next structures follow:
item	SMILES	DAX1 inh-1	ADAM10 inh	SMARCA2 activ	hcDAF-12 act	DAX1 inh-2	ssDAF-12 act	FXN GAA850 act	NPR1 activator	hgDAF12 agonist	HGIII-sPLA2 inh	NPR2 activator
51	CC(=O)N1CCN(c2ccc(NCc3ccc(C(C)C)cc3)cc2)CC1	-0.6	-9	-2	-3.0	0.7	-1.3	-1.9	9	-1.0	3	-2
52	O=C(CNC(=O)c1cccc(OC(F)F)c1)OCn1nnc2ccccc2c1=O	-0.2	2	0	-0.8	1.3	-0.7	0.7	-5	3.1	4	0
53	COc1ccc(OC)c(NC(=O)c2c(NC(=O)CCC(=O)O)sc3c2CCCCC3)c1	0.0	5	-1	-0.6	0.5	-0.5	4.4	10	1.2	-6	2
54	COCCCNCC1C(Oc2ccc(Cl)cc2)C(=O)N1c1ccccc1C (centres undefined)	-0.6	-6	-1	-2.2	-0.1	-1.8	-5.9	-3	0.3	11	-2
55	Nc1ccc(S(=O)(=O)Nc2nccc(/C=C/c3ccc(Cl)cc3)n2)cc1	-0.3	1	-3	0.9	0.4	-1.4	4.5	6	1.3	-2	-1
56	COC(=O)C1CSC(c2ccc(Cl)cc2)N1C(=O)c1ccccc1 (centres undefined)	-1.0	-6	-4	-3.0	-0.4	-2.3	-1.4	-25	-2.7	-2	-18
57	Cn1c(=O)c2c(nc(SCCCO)n2Cc2ccccc2Cl)n(C)c1=O	-0.1	3	1	-2.1	-0.8	-1.6	3.3	16	-1.5	-1	22
58	Cc1ccc(C)c(S(=O)(=O)N2CCN(C(=O)c3cncc(Br)c3)CC2)c1	-0.2	-6	-1	-0.9	-0.7	-1.1	-1.5	-7	-1.0	-7	4
59	CC(C)C[C@@]12C(=O)N(c3cccc(F)c3)C(=O)N1[C@H](c1ccc(Cl)cc1)[C@@H]1C(=O)N(C3CCCCC3)C(=O)[C@@H]12	-0.4	10	-1	-1.1	0.4	-0.3	16*	-5	2.7	-9	0
60	COc1cccc(NC(=O)CN2C(=O)NC(Cc3c[nH]c4ccccc34)C2=O)c1 (centres undefined)	-1.2	-11	-2	-0.3	0.2	-1.4	1.1	-4	-3.9	-93	-1

Screens from PubChem.
